TEAD-YAP inh: TEAD-YAP interaction inhibition; HEK-TIYL cells, TEAD-Gal4/YAP UAS-luciferase luminescence; inhibition, % at 9.12 µM; hit rate 1.4% among 640,000; AID 1259422; in the data active means inhibition above about 32%;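 further: 0% = median of test compound wells and 100% = reference inhibitor wells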
FBW7 act: activators of human E3 ligase FBW7; Q969H0; AlphaScreen FBW7–phospho-cyclin E peptide binding, activator screen; normalized activity (activation), % at 26.1 µM; hit rate 0.13% among 650,000; AID 1259310; in the data active means normalized activity above about 1.9%;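 further: purified mutant Fbw7 with reduced substrate affinity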
GPR151 activ: activates the human receptor GPR151. Q8TDV0. PathHunter beta-arrestin GPR151 cells, luminescence. activation, % at 11.2 µM. hit rate 1% among 650,000; in the data active means activation above about 4.9%;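 further: 0% = median of compound wells and 100% = cells with positive control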
Target sequence (Q8TDV0 whole entry, looked up): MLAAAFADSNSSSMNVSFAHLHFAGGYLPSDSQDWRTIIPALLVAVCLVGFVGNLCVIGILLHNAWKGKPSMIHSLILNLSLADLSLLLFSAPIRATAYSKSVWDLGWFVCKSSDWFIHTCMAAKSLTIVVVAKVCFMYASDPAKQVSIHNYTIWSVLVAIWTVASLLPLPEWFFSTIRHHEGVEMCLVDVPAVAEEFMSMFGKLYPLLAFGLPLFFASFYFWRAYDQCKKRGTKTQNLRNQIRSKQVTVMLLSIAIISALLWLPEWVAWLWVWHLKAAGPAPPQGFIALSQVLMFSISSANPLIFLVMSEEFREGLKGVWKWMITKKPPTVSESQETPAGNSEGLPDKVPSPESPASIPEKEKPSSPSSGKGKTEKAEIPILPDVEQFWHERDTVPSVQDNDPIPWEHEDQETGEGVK
MITF primary: blocks human microphthalmia-associated transcription factor; AlphaScreen MITF homodimerization, bead proximity signal; AID 1259374; hit rate 0.91% among 650,000; inhibition, % at 2.6 µM; O75030; in the data active means inhibition above about 50%;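 further: 0% = vehicle wells with protein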
Target sequence (O75030 whole entry, looked up): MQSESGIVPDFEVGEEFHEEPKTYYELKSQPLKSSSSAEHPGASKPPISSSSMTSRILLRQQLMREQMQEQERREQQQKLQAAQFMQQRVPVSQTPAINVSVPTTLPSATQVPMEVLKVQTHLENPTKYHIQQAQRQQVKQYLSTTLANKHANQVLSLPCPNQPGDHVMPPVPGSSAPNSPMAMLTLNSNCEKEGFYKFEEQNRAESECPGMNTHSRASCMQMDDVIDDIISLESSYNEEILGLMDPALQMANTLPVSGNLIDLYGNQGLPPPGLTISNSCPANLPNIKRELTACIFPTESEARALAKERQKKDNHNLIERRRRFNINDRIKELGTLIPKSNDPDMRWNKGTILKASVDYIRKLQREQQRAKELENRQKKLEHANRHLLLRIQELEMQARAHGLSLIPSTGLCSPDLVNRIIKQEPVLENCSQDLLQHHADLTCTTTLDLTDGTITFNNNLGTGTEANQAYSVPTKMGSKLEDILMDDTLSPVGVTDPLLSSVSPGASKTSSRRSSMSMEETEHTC
* marks the source's active call; other numbers are inactive results; & = joins results of further samples.

compound	TEAD-YAP inh	FBW7 act	GPR151 activ	MITF primary
CCc1ccccc1N1C(=O)c2ccccc2S1(=O)=O	14	0.4	-1.0	17
Cc1ccccc1C(=O)NCc1nc(-c2ccccc2)no1	1	-0.1	6.9*	2
CC(=O)Nc1ccc(N2C(=O)CC(NCCc3ccccc3Cl)C2=O)cc1 (stereo not given)	-1	0.1	0.3	6
COc1ccc(-c2noc(CNC(=O)Nc3cccc(C)c3)n2)cc1	13	0.1	3.7	8
COc1ccccc1NC(=S)N/N=C1\CC(=O)c2ccccc21	-39	-0.1	-2.3	21
COC(=O)C(CCSC)NC(=O)c1cccc([N+](=O)[O-])c1 (stereo not given)	0	-0.1	1.3	3
COC(=O)C1=C(C)NC(C)=C(C(=O)OC)C1c1ccc(OC)c(OC)c1	1&7	-0.1&0.1	-0.6&-0.2	6&5
CC(=O)N1CCC(N(C(=O)CCC(=O)NCCc2ccccc2)C2CC2)CC1	7	0.6	-2.5	15
O=C(O)c1nccnc1C(=O)Nc1cccc(O)c1	5	0.1	2.1	-3
COc1ccc(-c2cc(C(=O)Oc3ccc([N+](=O)[O-])cc3)c3cc(C)ccc3n2)cc1	3	0.1	1.9	16
CCn1nc(C)c(CN2CCN(CC(C)C)C(CCO)C2)c1C (stereo not given)	-1	-0.2	-0.6	2
O=C(CC1CCCCN1S(=O)(=O)c1ccccc1)NCc1c(F)cccc1F (stereo not given)	-5	-0.2	0.4	-4

Continuation:
compound	TEAD-YAP inh	FBW7 act	GPR151 activ	MITF primary
O=C(Oc1ccccc1)c1ccc2c(c1O)C(=O)c1ccccc1C2=O	0	0.0	-7.4	13
CNC(=O)c1ccccc1Nc1ccc(SC(F)F)cc1	-22	-0.1	1.6	0
COc1ccc(C2/C(=C(/O)c3ccc(C)cc3)C(=O)C(=O)N2CC(C)O)cc1 (stereo not given)	13	-0.1	1.5	15
N#CC1=C2SCN(c3ccccc3)CN2C(=O)CC1c1ccccc1 (stereo not given)	1	-0.1	-1.0	-1
CCOc1ccc(-c2ccc(N3CCN(C(=O)c4ccncc4)CC3)nn2)cc1	-32	-0.3	0.4	-6
CN(c1ccc(C(=O)N(Cc2ccccc2)Cc2ccccc2)cc1)S(C)(=O)=O	-3	-0.1	0.3	14
COc1ccc(C(=O)O)cc1S(=O)(=O)Nc1ccc(Cl)cc1	3	1.1	1.4	10
O=C(NCc1cccs1)c1ccc(N2CC3CC(C2)c2cccc(=O)n2C3)c(NC(=O)c2ccc(F)cc2)c1 (stereo not given)	7	0.1	0.8	0
COc1ccc(N(CC(=O)NC(C)C)S(=O)(=O)c2ccccc2)cc1OC	-4	-0.1	2.2	4
Clc1cccc(-n2cc(-c3ccccc3)c3c(N4CCC5(CC4)OCCO5)ncnc32)c1	2	0.1	0.8	-2
CC(C)NC(=O)C(=O)NCC1OCCCN1S(=O)(=O)c1ccc(F)cc1 (stereo not given)	6	-0.1	-0.8	-7
CN1CC(=O)N(CC(=O)Nc2ccc(OC(F)F)cc2)C1=O	1	-0.1	0.6	3

Next compounds:
compound	TEAD-YAP inh	FBW7 act	GPR151 activ	MITF primary
Cc1ccc2c(c1)N(CC(=O)N1CCCCC1c1cccnc1)C(=O)CO2 (stereo not given)	3	0.0	0.3	4
CCOC(=O)c1ccc(NC(=O)Nc2ccc(C)cc2)cc1	-39	0.0	0.9	1
COc1ccc(C2=N/C(=C\c3ccc(C)cc3)C(=O)O2)c(Cl)c1	-4	-0.1	0.8	5
Cc1csc(C(C#N)C(=O)COC(=O)c2sc3cc(F)ccc3c2Cl)n1 (stereo not given)	-1	0.0	1.7	-6
Cc1c(C(=O)Nc2ccc(N3CCCC3)cc2)cccc1[N+](=O)[O-]	9	-0.1	-1.2	7
O=C(N/N=C/c1ccc([N+](=O)[O-])s1)c1cccc([N+](=O)[O-])c1	1	0.0	1.2	3
CCOC(=O)C1CCC(CN(Cc2cccc(Br)c2)S(=O)(=O)c2cc(C(=O)Nc3ccc(F)c(F)c3)ccc2F)CC1 (stereo not given)	2	-0.1	-0.4	7
COc1cc(/C=N/NC(=O)CC(=O)NCC(C)C)ccc1O	9	0.2	-0.9	11
CC(=O)N1CCN(S(=O)(=O)c2ccc([N+](=O)[O-])cc2)CC1	2	-0.2	0.4	5
CCNc1nc(Nc2ccc(N3CCOCC3)cc2)c2ncn(-c3ccccc3)c2n1	-4	0.2	-2.1	12
COc1ccc(CNc2oc(-c3ccc(C)cc3)nc2C#N)cc1OC	20	0.0	2.3	6
N=C1C(c2nc3ccccc3[nH]2)=C(O)CN1c1ccc(S(N)(=O)=O)cc1	3	-0.1	2.9	-5

Other entries
compound	TEAD-YAP inh	FBW7 act	GPR151 activ	MITF primary
CCCCN(CC)S(=O)(=O)c1ccc2c(c1)CCN2C(=O)C1CCC1	-11	0.2	0.0	4
COc1ccc(C(=O)N2CCC(C(=O)Nc3cc(C)ccc3C)CC2)cc1	-4	0.0	0.2	-14
O=C(N1N=CCC1(O)C(F)(F)F)C12CC3CC(CC(C3)C1)C2 (stereo not given)	-8	-0.1	0.4	-2
Cc1ccc(OCCCC(=O)Nc2nc(C)c(C)s2)cc1	7	0.4	-0.5	7
CSc1ccccc1NS(=O)(=O)c1ccc2c(c1)OCCO2	-4	0.1	0.1	5
COc1ccc(-c2noc(CN(C(=O)c3ccc4c(c3)OCO4)C(C)C)n2)cc1	-18	0.1	0.4	0
Cc1cccc(NC(=O)CS(=O)(=O)Cc2ccccc2)n1	9	0.1	1.4	-4
CCCCNC(=O)C(=O)Nc1c(C)cc(C)cc1C	-16	0.1	0.2	7
CCc1ccc(NC(=O)c2nnn(CC(=O)Nc3ccc(C)cc3C)c2N)cc1	-2	0.1	0.8	-14
COC(=O)[C@@H]1CCCN1C(=O)Cc1ccc(N2CCC(NCc3ccsc3)CC2)cc1	-4	0.1	-1.1	-7
Cc1nc(N2CCC(NCCC3=CCCCC3)CC2)nc2ccc(F)cc12	10	0.0	-0.7	1
O=C(NCCCO)c1ccc2[nH]c3ccccc3c2c1	-15	0.1	0.9	1

Continuation.
compound	TEAD-YAP inh	FBW7 act	GPR151 activ	MITF primary
CC1CN(c2c(Cl)cccc2NC(=O)c2ccc(Br)o2)CCN1Cc1nc2ccccc2o1 (stereo not given)	-9	0.1	-0.6	-15
Cc1ccccc1C(c1ncccc1C)N(C)C(=O)C1CCN(C(=O)c2ccco2)CC1 (stereo not given)	8	-0.1	0.4	19
COc1cc(C(=O)NCCOc2ccccc2C)cc(OC)c1OC	-1	0.2	-0.2	9
CN(C(=O)Cn1ncc2c1-c1ccccc1OC2)c1cccc(C(F)(F)F)c1	0	-0.1	-1.0	3
CNc1ccc(Br)cc1-c1nc2cc3ccccc3cc2[nH]c1=O	-6	0.1	0.2	4
Cc1cc(C)cc(N(C(=O)c2cccc(F)c2)C2C=CS(=O)(=O)C2)c1 (stereo not given)	-6	0.0	0.5	-5
CN=C1SC(CC(=O)Nc2cc(Cl)ccc2Cl)C(=O)N1C (stereo not given)	4	-0.1	0.4	-2
Cc1ccc(F)cc1Nc1nc(Cc2ccccc2)nc2sc(C)c(C)c12	7	-0.1	2.0	14
Cc1ccc(CN2CCNC(=O)C2CC(=O)NC2Cc3ccccc3C2)cc1 (stereo not given)	2	0.1	-0.5	1
O=C(CSc1nnc(-c2ccco2)n1-n1cccc1)Nc1ccc(F)cc1	-5	-0.1	-0.1	-2
Fc1cccc(-n2c(N3CCOCC3)n[nH]c2=S)c1	-2	0.0	0.9	13
CCOc1ccc(CN2CCNC(=O)C2CC(=O)N2CC=C(c3ccccc3)CC2)cc1 (stereo not given)	2	-0.2	1.4	0

Individual results from the list:
Under MITF primary, `CNc1ccc(Br)cc1-c1nc2cc3ccccc3cc2[nH]c1=O` has 4
Under FBW7 act, `CN(C(=O)Cn1ncc2c1-c1ccccc1OC2)c1cccc(C(F)(F)F)c1` has -0.1

(list continues)
mol,TEAD-YAP inh,FBW7 act,GPR151 activ,MITF primary
Cc1ccc(NC(=O)COc2ccc(I)cc2)c(C(=O)O)c1,-1,-0.1,0.7,10
Cc1cc(O)c2/c(=N\N)c(-c3csc(C)n3)coc2c1,1,0.4,4.7,6
O=C(Nc1ccc2nn(-c3cccc4ccccc34)nc2c1)c1ccc(-c2ccc(Cl)cc2)o1,13,0.0,1.4,-6
O=C(/C=C/c1ccco1)N1CCN(Cc2nc3sc4c(c3c(=O)[nH]2)CCCC4)CC1,-9,0.1,1.9,-7
CN1CCN(CCCNC(=O)CCC(=O)N2CC=C(c3c[nH]c4ccccc34)CC2)CC1,-6,-0.1,0.2,-3
CN(c1ccccc1)S(=O)(=O)c1ccc(C(=O)Nc2ccc(F)cc2F)cc1,9,-0.1,-0.8,1
N#Cc1c(NC(=O)c2ccc(Cl)cc2Cl)sc2c1CCCCC2,-4,0.1,1.7,-12
COC(=O)c1cc(CNC(=O)c2ccc(C(C)(C)C)cc2)cc(NC(=O)Cn2cccn2)c1,7,-0.2,3.5,4
COC(=O)C1CC(=O)N(c2ccc(OCc3ccccc3Cl)cc2)C1 (stereo not given),-1,-0.1,2.2,2
O=C1CCC(CCNCCOc2ccc(F)cc2)N1Cc1cccc(Cl)c1 (stereo not given),-3,-0.1,-0.5,71*
Cc1cc(C)c(C#N)c(SCC(N)=O)n1,1,-0.2,-0.4,-5
CCC(=O)NC(=S)Nc1ccc(C)cc1,-59,0.1,-1.0,-35
COC(=O)c1c(NC(=O)C2CC2)sc2c1CCCC2,4,0.5,0.5,10
CCOC(=O)N1CCN(C(=O)c2ccc(Cn3c(=S)[nH]c4cc(C(=O)OC)ccc4c3=O)cc2)CC1,1,-0.1,1.2,2
CCCCN(C)C(=O)C1c2ccccc2C(=O)N(C)C1c1cn(C)c2ccccc12 (stereo not given),16,0.6,-0.9,5
Cc1ccccc1OCc1nc2ccc(-c3cn[nH]c3C)cc2c(=O)[nH]1,48*,0.1,0.5,6
CCOC(CNC(=O)CCNS(=O)(=O)c1ccc(OC)cc1)OCC,6,-0.1,0.3,2
CCCNc1c(N)c(=O)oc2ccccc12,-13&-6,0.3&-0.1,0.3&0.4,-9&4
COc1ccc(C2=N/C(=C\c3ccc(OC(C)=O)cc3)C(=O)O2)c(Br)c1,2,0.0,-1.8,1
O=C(OC1CCS(=O)(=O)C1)c1ccc(Cl)cc1 (stereo not given),0,-0.1,-0.2,4
COCCNC(=O)CCc1nnc2n(Cc3ccc(F)cc3)c(=O)c3ccccc3n12,-11,0.1,0.1,5
NS(=O)(=O)c1cccc(NC(=O)CN2C(=O)C(=O)N(Cc3ccccc3)C2=O)c1,-7,0.5,2.3,-11
COC(=O)c1cc2sc(C)cc2n1Cc1cc(=O)n2ccccc2n1,-1,0.0,9.1*,-3
CS(=O)(=O)N(CC(=O)Nc1ccccc1)c1cccc(F)c1,-5,-0.1,-0.1,-6
Cc1nnc(Nc2ccccc2Cl)[nH]c1=O,-3,0.5,-1.2,19
COc1ccc2c(c1)CC(C(=O)Nc1ccc(-c3cn[nH]c3C)cc1SCCN(C)C)CO2 (stereo not given),0,-0.6,1.3,19
CCOc1ccc(C(=O)Nc2ccc(OC)cc2OC)cc1Br,-5,0.0,-0.7,-7
O=C(O)CSc1nnc(NC(=O)c2ccc(F)cc2)s1,12,0.4,-0.3,10
COC(=O)c1cccc2c(C=O)c[nH]c12,-4,0.2,-1.1,20
O=C(Nc1nnc(-c2ccccc2)o1)c1cc(Cl)sc1Cl,-4,-0.1,-0.8,5

(further entries)
mol,TEAD-YAP inh,FBW7 act,GPR151 activ,MITF primary
CCOC(=O)c1c(NC(=O)CSc2nnc(CNC(=O)c3ccc(C(C)(C)C)cc3)n2C)sc2c1CCCCC2,12,0.1,0.6,-6
COc1ccc(NC(=O)CN(c2ccc(OC)c(Cl)c2)S(=O)(=O)c2ccccc2)cc1,6,0.0,0.1,9
CC(=O)c1cccc(NC(=O)Nc2nnc(N3CCCC3)s2)c1,5,0.1,-0.4,4
Cc1cc(C)c(OCC(O)Cn2c3ccccc3c3ccccc32)c(C)c1 (stereo not given),-22,-0.1,0.5,-3
COCCNC(=O)[C@@H]1C[C@H](NCc2ccccc2)CN1Cc1ccccc1Cl,-4,1.0,8.5*,5
COc1ccc(C2=NC(c3ccc(Cl)cc3)NC(c3ccccc3O)C2)cc1OC (stereo not given),-32,0.0,-1.8,5
CCCCC1CCC(c2ccc(C(=O)NO)cc2)CC1 (stereo not given),3,0.2,0.1,14
O=C(c1ccccc1NS(=O)(=O)c1ccc(Br)s1)N1CCCC1,2,0.0,5.0*,15
Cc1c(-c2ccc(Br)cc2)[n+](=O)c(-c2ccccc2)cn1[O-],-9,0.1,-0.8,8

Whole records, quoted from the list. Order of values: TEAD-YAP inh, FBW7 act, GPR151 activ, MITF primary
Cc1c(-c2ccc(Br)cc2)[n+](=O)c(-c2ccccc2)cn1[O-] is listed with -9, 0.1, -0.8, 8
CCOC(=O)c1c(NC(=O)CSc2nnc(CNC(=O)c3ccc(C(C)(C)C)cc3)n2C)sc2c1CCCCC2 is listed with 12, 0.1, 0.6, -6
CCCCC1CCC(c2ccc(C(=O)NO)cc2)CC1 (stereo not given) is listed with 3, 0.2, 0.1, 14
COc1ccc(C2=NC(c3ccc(Cl)cc3)NC(c3ccccc3O)C2)cc1OC (stereo not given) is listed with -32, 0.0, -1.8, 5

Screening results (PubChem)
